Screens (PubChem BioAssay)
Large T inhibition = TAg ATPase/helicase activity blockers – biochemical (AID 1903); SV40 large T antigen ATPase/helicase inhibition assay; higher % means a stronger effect; inhibition, % at 20 µM; hits with a dose series show IC50 in µM; 310,000 compounds, 0.39% hits; in the data active means a potency from the dose series; inconclusive means inhibition mostly from about 32% at the one dose, without a potency; inactive means the rest, 99 in 100 with inhibition below about 32%; further: strong numbers were not always called active
Rac1 GTP hydrolysis = MgcRacGAP GTPase-activating activity inhibitors, confirmation, biochemical, ADP Hunter fluorescence. MgcRacGAP-stimulated Rac1 GTP hydrolysis, ADP Hunter fluorescence; higher % means a stronger effect; GST-tagged Rac1 F28L mutant substrate. inhibition, % at 30 µM, or IC50 in µM where a hit was titrated. 340,000 compounds, 0.6% hits;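 active means first-screen hits whose inhibition reached a set limit at any dose in the follow-up dose series; inconclusive means inhibition above the set first-screen limit but never retested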;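 further: fluorescence reports GDP produced by GAP-driven GTP hydrolysis; strong numbers were not always called active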
Numbers without * were called inactive; ? = inconclusive. Some of the compounds tested; the hit share may differ from the screen's.

The opening 2 records, to show the layout:
1: Cc1ccccc1OCCCCCCN1CCNCC1
2: CCCN(CC(=O)Nc1ccccc1C)C(=O)C1CCN(c2ncnc3sc(C)c(C)c23)CC1
screen / no.,1,2
Large T inhibition,8%,8%
Rac1 GTP hydrolysis,7%,1%

The listing, previewed entries included:
1: Cc1ccccc1OCCCCCCN1CCNCC1
2: CCCN(CC(=O)Nc1ccccc1C)C(=O)C1CCN(c2ncnc3sc(C)c(C)c23)CC1
3: Nc1nc(=S)c2ncn([C@@H]3O[C@H](CO)[C@@H](O)[C@H]3O)c2[nH]1
4: CC(=O)Nc1ccc(NC(=O)C(C)OC(=O)c2cccc(S(=O)(=O)N3CCCC3)c2)cc1 (centres undefined)
5: Cc1ccc(C)c(OCCC(=O)OCC(=O)NCCc2ccc(S(N)(=O)=O)cc2)c1
6: CCN(CC(=O)Nc1c(F)cccc1F)C(=O)CSc1ccccc1
7: CC1(C)C(C=C(Cl)Cl)C1C(=O)OCc1cccc(Oc2ccccc2)c1 (centres undefined)
8: CCCCN(C(=O)c1ccc2c(c1)OCO2)c1c(N)n(CCCC)c(=O)[nH]c1=O
screen / no.,1,2,3,4,5,6,7,8
Large T inhibition,8%,8%,24%,9%,12%,15%,20%,19%
Rac1 GTP hydrolysis,7%,1%,6%,6%,-2%,0%,5%,9%

9: O=C(Nc1ccccc1N1CCCC1)c1ccc(Cl)c(S(=O)(=O)N2CCOCC2)c1
10: CCCc1cc(=O)[nH]c2nnc(SCC(=O)Nc3nnc(SCC)s3)n12
11: Cc1ccc(S(=O)(=O)N2CCN(C(=O)c3sccc3C)CC2)cc1
12: CN(CC(=O)Nc1c(Cl)cccc1Cl)C(=O)c1cc2ccccc2cc1O
13: O=C(Nc1nccs1)[C@@H]1CC=C[C@@H]2CCN(Cc3ccccc3)C(=O)[C@@H]21
14: CCN(CC(=O)Nc1ccccc1C(F)(F)F)C(=O)CN1C(=O)NC2(CCCC2)C1=O
15: CCOc1ccc(OCC(=O)OCC(=O)NNC(=O)c2ccc([N+](=O)[O-])cc2)cc1
16: O=C(Nc1ccccc1N1CCCCC1)c1ccc(F)c(S(=O)(=O)N2CCOCC2)c1
screen / no.,9,10,11,12,13,14,15,16
Large T inhibition,8%,14%,6%,13%,0%,-2%,12%,12%
Rac1 GTP hydrolysis,8%,1%,1%,-5%,4%,2%,2%,2%

One compound at a time (already shown). Order of screens: Large T inhibition, Rac1 GTP hydrolysis
`O=C(Nc1ccccc1N1CCCCC1)c1ccc(F)c(S(=O)(=O)N2CCOCC2)c1` across the screens: 12%, 2%
`Cc1ccccc1OCCCCCCN1CCNCC1` across the screens: 8%, 7%
`CC(=O)Nc1ccc(NC(=O)C(C)OC(=O)c2cccc(S(=O)(=O)N3CCCC3)c2)cc1` (centres undefined) across the screens: 9%, 6%
`Cc1ccc(S(=O)(=O)N2CCN(C(=O)c3sccc3C)CC2)cc1` across the screens: 6%, 1%
`CN(CC(=O)Nc1c(Cl)cccc1Cl)C(=O)c1cc2ccccc2cc1O` across the screens: 13%, -5%

Next compounds
17: Cn1c(=O)[nH]c(NCCc2ccc(O)cc2)c([N+](=O)[O-])c1=O
18: CC1(c2ccccc2)NC(=O)N(CC(=O)Nc2nc(-c3ccccn3)cs2)C1=O (centres undefined)
19: CN(C/C=C/c1ccccc1)Cc1cccc2ccccc12
20: CCOc1ccc(S(=O)(=O)NCCC(=O)N2CC(C)CC(C)C2)cc1 (centres undefined)
21: COc1ccc(S(=O)(=O)N2CCCCCC2)cc1C(=O)N(C)Cc1ccc(C)cc1
22: COC(=O)[C@H](Cc1ccccc1)NC(=O)[C@@H](N)CC(=O)O
23: C#CCOCCOCCOCCNc1nc(N2CCN(C(=O)Cn3cc(CCCN=C(N)N)nn3)CC2)nc(N2CCN(C(=O)[C@H]([C@@H](C)O)n3cc(CCCCN)nn3)CC2)n1
24: CCOc1ccc(NC(=O)CN(C)C(=O)c2c(-c3c(F)cccc3Cl)noc2C)cc1OCC
screen / no.,17,18,19,20,21,22,23,24
Large T inhibition,29%,10%,8%,1%,7%,10%,1%,4%
Rac1 GTP hydrolysis,219µM*,12%,2%,5%,-3%,8%,0%,-3%

25: O=c1[nH]c2ccccc2cc1-c1nnn(-c2ccc(Cl)c(Cl)c2)n1
26: Cc1cccnc1NC(=O)CCCNC(=O)c1ccc(Cl)cc1
27: COc1cccc(NC(=O)C2=COCCO2)c1
28: CC(Sc1nnc(-c2ccc(OC(F)F)cc2)n1N)C(=O)NCC1CCCO1 (centres undefined)
29: CC(=O)c1ccc(NC(=O)C(C)OC(=O)CCCN=C2NS(=O)(=O)c3ccccc32)cc1 (centres undefined)
30: CC(=O)N1CCc2c(sc(NC(=O)CCS(=O)(=O)c3ccc(C)cc3)c2C#N)C1
31: CN(CC(=O)Nc1c(Cl)cccc1Cl)C(=O)CC1Sc2ccccc2NC1=O (centres undefined)
32: O=C(c1cc([N+](=O)[O-])ccc1N1CCOCC1)N1CCN(c2ccc([N+](=O)[O-])cc2)CC1
screen / no.,25,26,27,28,29,30,31,32
Large T inhibition,6%,1%,15%,1%,12%,13%,15%,13%
Rac1 GTP hydrolysis,4%,6%,5%,0%,10%,4%,-1%,-1%

Some of these compounds in order of the Large T inhibition value, low to high.
26: Cc1cccnc1NC(=O)CCCNC(=O)c1ccc(Cl)cc1
29: CC(=O)c1ccc(NC(=O)C(C)OC(=O)CCCN=C2NS(=O)(=O)c3ccccc32)cc1 (centres undefined)
32: O=C(c1cc([N+](=O)[O-])ccc1N1CCOCC1)N1CCN(c2ccc([N+](=O)[O-])cc2)CC1
screen / no.,26,29,32
Large T inhibition,1%,12%,13%
Rac1 GTP hydrolysis,6%,10%,-1%

(list continues)
33: CN(CC(=O)Nc1cccc(F)c1)C(=O)/C=C/c1ccc(Br)s1
34: COc1cc2oc3ccc(C#Cc4ccc(N)cc4)cc3c(=O)c2cc1OC
35: COc1ccc([C@@H]2CC=C(C(=O)O)[C@H](c3ccc(F)cc3)N2S(=O)(=O)c2ccccc2C)cc1
36: O=C(Nc1ccc(S(=O)(=O)N2CCCC2)cc1)c1cccc(OC(F)F)c1
37: Cc1ccc(S(=O)(=O)N2CCC(C(=O)Nc3cc(C(F)(F)F)ccc3N3CCOCC3)CC2)cc1C
38: CCN(CC(=O)Nc1ccc(NC(C)=O)cc1)C(=O)c1cc(CN2C(=O)c3ccccc3C2=O)ccc1OC
39: Cc1cc(C(=O)CCC(=O)Nc2ncccc2O)c(C)s1
40: O=C(Nc1cccc(S(=O)(=O)NC2=NCCC2)c1)c1c(F)cccc1Cl
screen / no.,33,34,35,36,37,38,39,40
Large T inhibition,13%,-1%,14%,11%,17%,18%,11%,7%
Rac1 GTP hydrolysis,5%,-3%,5%,0%,5%,5%,2%,10%

41: CCOc1cccnc1Sc1ccccc1
42: CC1CC(C)(C)CC2(C1)NC(=O)N(CC(=O)NCc1ccccc1F)C2=O (centres undefined)
43: CC(C)CN(C(=O)Cn1c(Cl)nc2c1c(=O)n(C)c(=O)n2C)C1CCS(=O)(=O)C1 (centres undefined)
44: CC(C)(NC(=O)NC(CO)c1ccccc1)c1cccc(C(C)(C)NC(=O)NC(CO)c2ccccc2)c1 (centres undefined)
45: CN(CCCC(=O)O)c1ccc(N=Nc2ccc([N+](=O)[O-])cc2)cc1
46: COc1cc(C(=O)NCC(c2ccc(F)cc2)N2CCOCC2)ccc1OCc1ccccc1Cl (centres undefined)
47: CC1CCc2[nH]c3ccc(C(=O)N(C)CC(=O)Nc4ccccc4Br)cc3c2C1 (centres undefined)
48: Cc1ccc(NC(=O)c2ccc(S(=O)(=O)N3CCCCCC3)cc2)nc1
screen / no.,41,42,43,44,45,46,47,48
Large T inhibition,16%,14%,5%,-1%,15%,13%,16%,17%
Rac1 GTP hydrolysis,7%,8%,4%,2%,?,8%,6%,6%

Entries listed so far that bear a hit mark in Rac1 GTP hydrolysis:
17: Cn1c(=O)[nH]c(NCCc2ccc(O)cc2)c([N+](=O)[O-])c1=O
screen / no.,17
Large T inhibition,29%
Rac1 GTP hydrolysis,219µM*

More results.
49: CSCCC(NC(=O)c1ccccc1Br)C(=O)NNC(=O)c1csc(N2CCOCC2)n1 (centres undefined)
50: CCN(CC(=O)Nc1ccccc1C(F)(F)F)C(=O)c1oc2c(Cl)cccc2c1C
51: CN(C)CC/C=C1/c2ccccc2CS(=O)(=O)c2ccccc21
52: C/C(=N\OCC(=O)OCC(=O)N(Cc1ccccc1)C(C)(C)C)c1ccc2c(c1)OCO2
53: CCN1C(=O)[C@H]2[C@@H](c3ccc(-c4cccc(Cl)c4)cc3)N[C@@](Cc3ccccc3)(C(=O)OC)[C@H]2C1=O
54: O=C1CC2(CCCC2)Oc2ccc(Cl)cc21
55: CCNc1nc(NCC)n2c(SCC(=O)Nc3ccc(F)cc3)nnc2n1
56: O=C(CSc1nc(=O)n2ccccc2n1)N1CCCCCC1
screen / no.,49,50,51,52,53,54,55,56
Large T inhibition,16%,5%,4%,8%,11%,7%,16%,10%
Rac1 GTP hydrolysis,6%,3%,4%,-7%,5%,8%,10%,7%

57: NC(=S)NC(c1ccccc1)c1ccncc1 (centres undefined)
58: Cc1cccc(C)c1NC(=O)CN(C)C(=O)CSC(=S)N1CCCC1
59: Cc1ccc(-c2nc(SC(C)C(=O)c3c(N)n(C)c(=O)n(C)c3=O)n[nH]2)cc1 (centres undefined)
60: CCN(CC)c1nc(N)c2c(N)nc(OC)cc2c1C#N
screen / no.,57,58,59,60
Large T inhibition,8%,7%,0%,13%
Rac1 GTP hydrolysis,7%,7%,3%,2%
